# Sm TGR block = blocks Schistosoma mansoni thioredoxin glutathione reductase. purified TGR, DTNB reduction, TNB absorbance 405 nm. Potency, µM (highest dose often 114 µM), for the others: at the highest dose activity change, negative = inhibition, most hits filed as inhibitors. 360,000 tested, 3% active. AID 485364; also: potency is read from the fitted curve at half-maximal effect; nearly all actives have a fitted effect of over 60% in size
#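 TGR 20 nM + NADPH 100 uM (dispensed conc.), cpd preinc 15 min RT; start with NADPH (500 uM addition) then DTNB (15 mM addition). Kinetic TNB absorbance, 405 nm filter. Four-parameter Hill fit across titration.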
# HCV inh = HCV inhibition; Huh7.5.1 HCVcc-Cre infection, luciferase reporter, 44 h; Potency, µM (highest dose often 41.8 µM), for inactives: at the top dose activity change, negative = inhibition, hits mostly inhibitors; 340,000 tested, 3.4% active; also: potency is read from the fitted curve at half-maximal effect
#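 1,000 cells/well; 4 h culture; + compound; + HCVcc-Cre (~0.5 moi); 44 h; luciferase substrate, RT 15 min; read 15 sec.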
# HCMV inh = blocks human cytomegalovirus replication. 410,000 tested, 4.5% active. HFF cells, HCMV-luciferase reporter, 72 h; hits give low values. activity change, negative = inhibition, % at 57.5 µM. AID 1259415; in the data active = activity change below about -60%; inconclusive = no clear call, values can overlap the other calls; inactive = above about -39%
#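 Luciferase read-out from HCMV-luciferase-infected HFFs (MOI 1 PFU/cell) 72 h post infection at 37C; compounds added after 16 h cell attachment; activity normalized between buffer-only basal and Salinomycin (10uM) inhibitor controls.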
# AmpC detergent = AmpC beta-lactamase inhibition with detergent present. AID 485294. P00811. 370,000 tested, 0.041% active. AmpC hydrolysis of nitrocefin, absorbance 480 nm, 0.01% Triton. Potency, µM (doses to about 114 µM), for inactives: top-dose activity change, negative = inhibition, most hits filed as inhibitors;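 also: potency is read from the fitted curve at half-maximal effect; 0% = no-compound wells and -100% = no-enzyme wells; nearly all actives have a fitted effect of over 25% in size; some results filed as inactive show a strong effect at the top dose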
# Target sequence (P00811 whole entry, looked up): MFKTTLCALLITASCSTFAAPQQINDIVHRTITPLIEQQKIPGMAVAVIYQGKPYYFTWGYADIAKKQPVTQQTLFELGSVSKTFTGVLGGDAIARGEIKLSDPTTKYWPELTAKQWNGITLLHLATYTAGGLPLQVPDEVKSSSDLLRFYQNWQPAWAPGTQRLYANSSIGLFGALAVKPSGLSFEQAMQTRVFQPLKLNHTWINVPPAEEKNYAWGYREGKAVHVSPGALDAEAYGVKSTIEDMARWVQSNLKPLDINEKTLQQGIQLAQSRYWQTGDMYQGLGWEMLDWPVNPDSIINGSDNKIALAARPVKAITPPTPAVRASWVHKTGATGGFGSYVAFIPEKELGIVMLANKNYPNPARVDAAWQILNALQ
#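 20 mM phosphate pH 7.0 + 0.01% (detergent screen) or 0.0001% Triton X-100; 5.3 nM AmpC reagent; cpd preinc 15 min RT; nitrocefin (800 uM stock) to start; A480 q20 s × 4 min; Activity was normalised to no-enzyme and no-compound control wells.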
# AMA1 RON2 block = inhibitors of Plasmodium falciparum AMA1-RON2 interaction | 360,000 tested, 0.2% active | Potency, µM (top dose mostly 58.2 µM), for the others: top-dose activity change, negative = inhibition, actives largely listed as inhibitors | AID 720542 | AlphaScreen AMA1-biotinylated RON2 peptide binding;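 also: potency is read from the fitted curve at half-maximal effect; 0% = vehicle wells and -100% = peptide control; nearly all actives have a fitted effect of over 45% in size; some results filed as inactive show a strong effect at the top dose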
#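 AMA1 (3D7) with his tag at 25 nM final met compounds first, then biotinylated RON2 peptide at 25 nM; detection used donor plus acceptor beads, 10 µg/mL apiece, read by AlphaScreen after 30 min at room temperature.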
# FBPA Giardia inh = inhibitors of Giardia lamblia fructose-1,6-bisphosphate aldolase; purified Giardia FBPA; A8B2U2; Potency, µM (titrated, usually from 59.6 µM), for the others: top-dose activity, negative = inhibition, usual class: inhibitors; 290,000 tested, 0.71% active; also: potency is read from the fitted curve at half-maximal effect; nearly all actives have a fitted effect of over 55% in size
# Target sequence (A8B2U2 whole entry, looked up): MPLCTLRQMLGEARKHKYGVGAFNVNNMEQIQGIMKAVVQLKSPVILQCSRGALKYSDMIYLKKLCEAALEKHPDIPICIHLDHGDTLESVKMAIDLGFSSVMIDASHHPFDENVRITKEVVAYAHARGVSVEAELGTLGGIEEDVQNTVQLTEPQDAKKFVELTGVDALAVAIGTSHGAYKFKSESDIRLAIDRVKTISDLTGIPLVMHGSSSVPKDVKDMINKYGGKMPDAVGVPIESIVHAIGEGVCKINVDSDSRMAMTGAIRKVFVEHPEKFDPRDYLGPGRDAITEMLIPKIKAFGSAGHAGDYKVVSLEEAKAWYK
#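 Giardia FBPA (40 nM reagent) was preincubated 10 min at RT with compound (up to 57.5 uM final), then substrate plus GAPDH/TPI/NAD/arsenate coupling system with diaphorase/resazurin was added; resorufin fluorescence (525/598 nm) was read after 20 min.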
# * = called active by the depositor; ? = inconclusive; nt = not tested or not shown; & = joins results of further samples; [ ] = another dose, or the depositor's remark. Unless noted, calls follow the shape of the dose curve; as a rule, active = well fitted curve in the direction sought with a large enough effect; inconclusive = small, poorly fitted or top-dose-only effect, or another doubt; inactive = no such curve, though single readings can be large; an effect the other way counts as inactive or inconclusive. Unless noted, % is scaled to controls: 0 for no effect and ±100 for the full control effect.
nr	canonical_smiles	AMA1 RON2 block	HCV inh	HCMV inh	AmpC detergent	Sm TGR block	FBPA Giardia inh
1	CCNC(=S)NNC(=O)c1csc(C)c1	17%	30%	?	-4%	0%	4%
2	Cc1ccc(-n2cc(CN3CCNC(=O)CC3)c(-c3cccc(C)c3)n2)cc1	-10%	0%	-33	-6%	-4%	-5%
3	CC(Oc1ccc(Cl)cc1Cl)c1ccnc2nc(N3CCOCC3)nn12 (stereo unspecified)	9%	-23%	-77*	0%	2%	4%
4	Cn1c(=O)oc2cc(S(=O)(=O)NCc3ccncc3)ccc21	-1%	?	-33	-19%	0%	2%
5	CCOC(=O)c1cccc(S(=O)(=O)N(CCO)Cc2cc3cc(OC)ccc3[nH]c2=O)c1	-2%	13%	-9	3%	-13%	5%
6	Cn1c(=S)c2[nH]c(SCCN)nc2n(C)c1=O	79%[activator]	-9%	-6	nt	nt	nt
7	CCCCN(C(=O)/C=C/c1ccc(OCC(C)C)c(OCC)c1)c1c(N)n(CCC)c(=O)[nH]c1=O	-4%	?	-15	6%	2%	6%
8	CCOc1ccc2nc(NC(=O)Nc3ccccc3)sc2c1	-2%	?	64	0%	3%	3%
9	COCCC(=O)N1CCC(Oc2ccc(C(=O)NCCCC3CCCC3)cc2)CC1	-14%	?	14	0%	0%	nt
10	COc1ccccc1CNC(=O)c1cc(C(=O)CC(C)C)c[nH]1	10%	-5%	22	-6%	1%	-7%
11	COc1ccc(OCC(=O)Nc2cc3oc4ccccc4c3cc2OC)cc1	2%	?	nt	?	-9%	3%
12	Cn1nc(-c2ccccc2)c(-c2nc(-c3cccc(C(F)(F)F)c3)no2)c1Cl	-23%	24%	-20	1%	0%	-2%
13	Cc1ccc(-c2nnc(Nc3ccc(OCC(N)=O)cc3)c3ccccc23)cc1S(N)(=O)=O	-5%	11%	-12	1%	0%	1%
14	CC1CCN(C(=O)CNC(=O)c2ccc(Br)o2)CC1	10%	1%	87	nt	nt	nt
15	Cn1c(=O)c2c(nc(SCCCC#N)n2Cc2ccccc2F)n(C)c1=O	11%	-2%	-19	?	-1%	1%
16	O=C(CCN1C(=O)[C@@H]2Cc3ccccc3CN2C1=O)N[C@@H](Cc1ccccc1)C(=O)O	0%	4%	-4	?	6%	6%
17	CCOC(=O)c1cccc(NC(=O)c2ccc(N(C)C)cc2)c1	-3%[2.32 µM]	?	20	2%	-7%	0%
18	CCN1CCCC1CNC(=O)CCc1nc(-c2ccc(C)cc2)no1 (stereo unspecified)	-12%	-7%	-20	?	-1%	-18%
19	CC(C)(C)OC(=O)C[C@@H]1C/C=C\C[C@H](CC(=O)N[C@H](CO)Cc2ccccc2)C(=O)N[C@H](Cc2ccccc2)COC1=O	-19%	7%	-13	nt	nt	nt
20	COc1ccc(OCC(=O)Nc2c3c(nn2-c2ccccc2)CS(=O)(=O)C3)cc1	9%	10%	61	-2%	-9%	nt
21	O=C1CSC(=S)N1	1%	-15%	-2	?	-11%	7.9µM*
22	CCC(=O)N1CCc2cc(CNC(=O)Cc3ccc(F)cc3)ccc21	nt	nt	-13	3%	0%	nt
23	COc1cccc(C(=O)NC(C)C(c2cccs2)N2CCN(C)CC2)c1 (stereo unspecified)	6%	-7%	34	?	1%	5%
24	O=C(Nc1ccc(CN2CCOCC2)cc1)c1ccc(-c2cc(Cl)ccc2Cl)o1	-20%	?	?	?	33%	-4%

# Quoted from the results shown, six compounds:
nr	canonical_smiles	AMA1 RON2 block	HCV inh	HCMV inh	AmpC detergent	Sm TGR block	FBPA Giardia inh
19	CC(C)(C)OC(=O)C[C@@H]1C/C=C\C[C@H](CC(=O)N[C@H](CO)Cc2ccccc2)C(=O)N[C@H](Cc2ccccc2)COC1=O	-19%	7%	-13	nt	nt	nt
20	COc1ccc(OCC(=O)Nc2c3c(nn2-c2ccccc2)CS(=O)(=O)C3)cc1	9%	10%	61	-2%	-9%	nt
21	O=C1CSC(=S)N1	1%	-15%	-2	?	-11%	7.9µM*
22	CCC(=O)N1CCc2cc(CNC(=O)Cc3ccc(F)cc3)ccc21	nt	nt	-13	3%	0%	nt
23	COc1cccc(C(=O)NC(C)C(c2cccs2)N2CCN(C)CC2)c1 (stereo unspecified)	6%	-7%	34	?	1%	5%
24	O=C(Nc1ccc(CN2CCOCC2)cc1)c1ccc(-c2cc(Cl)ccc2Cl)o1	-20%	?	?	?	33%	-4%

# Remaining list, next part:
nr	canonical_smiles	AMA1 RON2 block	HCV inh	HCMV inh	AmpC detergent	Sm TGR block	FBPA Giardia inh
25	COc1ccc(CN2CCN(C3CCC3)CC2CCO)cc1C (stereo unspecified)	10%	15%	-29	2%	1%	6%
26	O=C(Nn1c(O)c(C=C2N=c3ccccc3=N2)sc1=S)c1ccccc1Cl	5%	-1%	-91*	-8%	-13%	-14%
27	CCCCSc1nnc(-c2ccc(NC(=O)CCc3ccccc3)cc2)n1C	6%	-18%	3	-4%	-3%	8%
28	CC(C)CCNC(=O)c1c(N)n(CC2CCCO2)c2nc3ccccc3nc12 (stereo unspecified)	26%	?	-11	-18%	-1%	?
29	COc1ccc(-c2nnn(CC(=O)NCc3cccs3)n2)cc1OC	-6%	-8%	-33	4%	-4%	6%
30	COCCNC(=O)C(OC(=O)CC1Sc2ccccc2NC1=O)c1ccccc1 (stereo unspecified)	-5%	-8%	31	-5%	-17%	17%
31	Fc1ccc(Nc2nc(-c3cccc(Cl)c3)c3c(n2)-c2ccccc2OC3)c(F)c1	nt	nt	-11	-4%	-8%	nt
32	Cc1ccc(Nc2nc(=O)c3cccnc3s2)c(Br)c1	16%	22%	?	7%	7%	-13%
33	CCCn1nnc(NC(=O)c2ccc(Br)cc2)n1	-6%	14%	11	2%	3%	-1%
34	Cc1oc(-c2ccccc2Cl)nc1CS(=O)CC(=O)NCc1ccccc1Cl (stereo unspecified)	2%	-13%	-15&-13	-6%&-10%	-28%&-21%	nt
35	Cc1ccc(OCCCn2ccnc2)c(Br)c1	-24%	-20%	66	4%	3%	18µM*
36	Cc1ccc(C(=O)NCc2ccccc2F)cc1S(=O)(=O)N1CCCC1	-7%	-19%	-5	-10%	2%	-1%
37	CSc1oc(-c2ccccc2)nc1S(=O)(=O)c1ccc(F)cc1	4%	-8%	?	?	1%	0%
38	O=C(CC1SCCNC1=O)Nc1cccc(Cl)c1 (stereo unspecified)	-8%	-4%	37	-13%	-18%	-3%
39	O=C1CC(c2ccccc2)CN1 (stereo unspecified)	8%	-17%	27	0%	6%	1%
40	CCOc1ncccc1C(=O)Nc1cccc(-n2cnnn2)c1C	0%	11%	29	nt	nt	nt
41	NC(CSCc1cccc(Br)c1)C(=O)O (stereo unspecified)	32%[activator]	7%	-65*	-2%	40µM*	-9%
42	CCCCNC(=O)c1ccc(N2CCC3(CC2)OCCO3)c([N+](=O)[O-])c1	-22%	7%	-11	?	-33%	-1%
43	Cc1ccc2nc(SCC(=O)Nc3c(F)cccc3F)[nH]c2c1	-1%	-8%	-14	-1%	2%	-6%
44	CC1CN(Cc2ccccn2)CCC1=O (stereo unspecified)	45%[activator]	20%	-26	2%	-2%	-15%
45	O=C(Nc1ccccc1N1CCOCC1)c1ccc2c(c1)OCO2	-2%	-14%	-20	-6%	nt	0%
46	CC(C)N(Cc1nccn1C)C(=O)c1ccc2oc(CCCc3ccccc3)nc2c1	-4%	?	-23	7%	-3%	nt
47	Cc1ccc2nc(C)c(C(=O)N/N=C/c3ccc(N4CCOCC4)cc3)cc2c1	25%	6%	-4	-16%	6%	5%
48	COc1ccccc1N1CCN(S(=O)(=O)c2cnc[nH]2)CC1	-2%	21%	18	-3%	0%	0%
49	COc1ccc(OC)c(S(=O)(=O)NCC(=O)NC2CCCc3ccccc32)c1 (stereo unspecified)	35%[activator]	?	-6	0%	-2%	nt
50	CCOC(=O)C1(CCOC)CCN(Cc2ccc(COC)o2)CC1	-21%	-6%	1	-6%	?	1%
51	Nc1ccc(C#Cc2ccccc2)cc1	11%	?	-14	-12%	13%	9%
52	COc1cc(NC(=O)COC(=O)c2[nH]c(C)c(C(C)=O)c2C)cc(OC)c1	3%	10µM*	?	nt	nt	nt
53	O=C(Nc1nc(-c2ccc(-c3ccccc3)cc2)cs1)C1=COCCO1	-11%	2%	-64*	-12%	-14%	9%
54	C/C(=N\NC(=O)c1cccc(S(=O)(=O)Nc2ccccc2Cl)c1)c1ccc(-n2ccnc2)cc1	80%[activator]	20%	-17	0%	-34%	12%
55	O=C(Nc1ccc(NC(=O)c2cccs2)cc1)c1ccc(Br)o1	-14%	-16%	-33	-2%	0%	-11%
56	COc1ccc(N2CCN(C(=O)CSc3nnc4c(C)cc5ccc(C)c(C)c5n34)CC2)cc1	-20%	-19%	-26	-1%	-4%	15%

# Full records, quoted from the list.
# COc1ccc(OC)c(S(=O)(=O)NCC(=O)NC2CCCc3ccccc32)c1 (stereo unspecified) as listed: AMA1 RON2 block = 35%[activator]; HCV inh = ?; HCMV inh = -6; AmpC detergent = 0%; Sm TGR block = -2%; FBPA Giardia inh = nt
# C/C(=N\NC(=O)c1cccc(S(=O)(=O)Nc2ccccc2Cl)c1)c1ccc(-n2ccnc2)cc1 as listed: AMA1 RON2 block = 80%[activator]; HCV inh = 20%; HCMV inh = -17; AmpC detergent = 0%; Sm TGR block = -34%; FBPA Giardia inh = 12%

# Next results follow.
nr	canonical_smiles	AMA1 RON2 block	HCV inh	HCMV inh	AmpC detergent	Sm TGR block	FBPA Giardia inh
57	Cc1csc(NC(=O)C2CCN(C(=O)c3ccccc3C)CC2)n1	11%	5%	-3	5%	7%	4%
58	O=C(COC(=O)c1ccc(Cl)nc1)Nc1ccc2ccccc2c1	-3%	18%	21	?	0%	nt
59	Nc1c(C(=O)NC2CCCC2)sc2nc(-c3cccs3)ccc12	16%	?	-4	-7%	-1%	-9%
60	O=C(Nc1cccc(-c2nc3ccccc3o2)c1)c1cccc(Br)c1	nt	nt	-12	9%	4%	nt
61	O=C(N[C@@H](Cc1ccccc1)c1nc2ccccc2[nH]1)c1cc([N+](=O)[O-])ccc1Cl	-1%	-3%	-39	-2%	-6%	-23%
62	CC(C)(C)c1[nH]nc2c1C(Cc1ccccc1)C(C#N)=C(N)O2 (stereo unspecified)	5%	-20%	-34	?	-30%	-19%
63	COc1ccc(OC)c(-c2nc3cc4ccccc4cc3nc2-c2ccccc2)c1	7%	?	-35	0%	-9%	-7%
64	Cn1c(/C=C/N(Cc2ccccc2)c2ccccc2)c([N+](=O)[O-])c(=O)n(C)c1=O	-11%	?	-5	8%	7%	-2%
65	O=C(CSc1nnc(-c2ccco2)c(-c2ccco2)n1)Nc1ccccc1	?	?	60	-14%	1.8µM*	?
66	CC(C)CN(CC(C)C)S(=O)(=O)N1CCC(C(=O)NCc2ccc(F)cc2)CC1	-9%	-24%	-37	-3%	17%	nt
67	O=C(NCC1CCN(Cc2ccccc2Cl)CC1)Nc1ccccc1F	0%	?	-24	0%	0%	1%
68	Cc1ccc(C(=O)OCN2C(=O)c3ccccc3C2=O)o1	-3%	-14%	-25	?	-16%	nt
